RORa activator = activators of human nuclear receptor RORA; CHO-K1 Gal4-RORA LBD luciferase reporter, luminescence; percent increase over mock-subtracted basal signal; activation, % at 10 µM; 65,000 compounds, 1.5% hits; AID 560;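 active means activation above the mean of all tested compounds plus 3 SD, cut at about 49% in these data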;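 further: 0% = DMSO-treated RORA cells and 100% = added signal equal to DMSO minus mock-transfected cells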
Ecoli tolC = growth inhibitors of E. coli BW25113 tolC mutant; OD615; growth inhibition, % at 10 µM (by protocol); 65,000 compounds, 2.2% hits;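 active means growth inhibition at or above a cutoff equal to the mean over every tested compound plus 3 SD, cut at about 60% in these data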;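 further: growth measured after 20 h incubation at 37 °C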
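Test system: E. coli BW25113 ΔtolC::kan bacteria; incubation: 37 °C, 20 h exposure; medium: LB broth supplemented with 50 µg/mL kanamycin; read-out basis: percent growth inhibition; signal: A615 absorbance measurement; compound: 10 µM final, single dose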
S1P1 ag-PAM = agonists and agonism potentiators of human S1P1 receptor; activation, % at 9.5 µM; P21453; S1P1 CRE-bla cells, forskolin, beta-lactamase FRET, potentiator mode; S1P1 agonist co-added at EC20, 2 nM; 100% = saturating reference agonist, 0% = basal; 56,000 compounds, 0.57% hits;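 active means activation above a cutoff set at the mean activation of all tested compounds plus 3 SD, cut at about 54% in these data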;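 further: forskolin at 4 µM as EC80 and the EC20 agonist is SEW2871; 100% = SEW2871 at its EC100 plus forskolin at EC80; some compounds past the cut are filed as inactive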
5HT1E antag = antagonists of human 5-HT1E serotonin receptor; P28566; CHO 5-HT1E Ga15 NFAT-bla reporter, FRET, antagonist; inhibition, % at 6 µM; 65,000 compounds, 0.99% hits; AID 571;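 active means inhibition above a set limit, the mean inhibition across every tested compound plus 3 SD, cut at about 29% in these data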;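 further: signal is the 460 over 535 nm emission ratio of beta-lactamase substrate; 0% = agonist plus DMSO wells and 100% = wells without agonist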
Target sequence (P28566 whole entry, looked up): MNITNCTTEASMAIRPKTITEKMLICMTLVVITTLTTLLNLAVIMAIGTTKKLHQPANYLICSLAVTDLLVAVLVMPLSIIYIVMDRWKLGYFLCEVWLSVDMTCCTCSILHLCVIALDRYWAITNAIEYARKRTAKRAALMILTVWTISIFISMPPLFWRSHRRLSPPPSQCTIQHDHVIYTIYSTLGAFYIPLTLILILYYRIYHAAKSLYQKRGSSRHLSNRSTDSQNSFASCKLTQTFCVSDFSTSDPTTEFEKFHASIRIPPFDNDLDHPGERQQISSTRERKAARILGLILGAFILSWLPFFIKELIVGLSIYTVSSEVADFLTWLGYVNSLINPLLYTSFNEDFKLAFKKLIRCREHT
SF1 activator = activates the human nuclear receptor SF-1. CHO-K1 Gal4-SF-1 LBD luciferase reporter; % increase over DMSO SF-1-specific signal. 65,000 compounds, 1.9% hits. activation, % at 10 µM. Q13285;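 active means activation above the mean activation of all tested compounds plus 3 SD, cut at about 50% in these data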
Target sequence (Q13285 whole entry, looked up, the tested form may be a part): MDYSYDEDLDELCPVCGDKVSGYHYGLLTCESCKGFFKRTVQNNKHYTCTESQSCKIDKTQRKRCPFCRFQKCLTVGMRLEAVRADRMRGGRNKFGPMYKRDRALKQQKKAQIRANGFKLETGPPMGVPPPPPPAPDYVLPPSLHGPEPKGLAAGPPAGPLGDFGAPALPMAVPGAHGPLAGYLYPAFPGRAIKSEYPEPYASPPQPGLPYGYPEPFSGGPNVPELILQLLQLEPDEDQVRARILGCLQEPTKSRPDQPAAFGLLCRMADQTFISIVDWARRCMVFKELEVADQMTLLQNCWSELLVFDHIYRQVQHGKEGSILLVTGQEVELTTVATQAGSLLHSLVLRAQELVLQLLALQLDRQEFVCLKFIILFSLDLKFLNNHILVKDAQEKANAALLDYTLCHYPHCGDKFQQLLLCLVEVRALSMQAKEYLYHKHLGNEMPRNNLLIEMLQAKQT
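Test system: CHO-K1 cells with Gal4–hSF-1 LBD chimera plus Gal4-driven luciferase; Input: 4,000 cells/well; Compound: 10 µM only; Times: 20 h compound treatment, 37 °C; Measured by: steady-glow luciferase luminescence, read after 15 min reagent incubation; Measure: percent activation versus DMSO; Control set: DMSO and mock-transfected background; Replicates: one test per compound.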
S1P3 ag = agonists of human S1P3 receptor; Q99500; S1P3 NFAT-BLA reporter cells, agonism, FRET ratio; relative to 1 µM S1P, basal subtracted; activation, % at 4.5 µM; 60,000 compounds, 0.1% hits;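 active means activation above the screen-wide mean plus 3 SD, cut at about 4.5% in these data, passing the limit was not always enough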; further: some compounds called inactive have numbers as strong as hits
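Assay system: CHO cells stably expressing human S1P3, Gα16 and NFAT-β-lactamase reporter. Timing: overnight plating, 4 h compound 37 °C, 2 h substrate RT. Signal: β-lactamase FRET emission ratio 460/535 nm. Measure: percent activation versus median 1 µM S1P response, basal-subtracted, per plate. Repeats: primary screen single test, confirmation screen in triplicate.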
5HT1E ag = agonists of human 5-HT1E serotonin receptor. P28566. CHO 5-HT1E Ga15 NFAT-bla reporter, FRET; 0% DMSO wells, 100% control agonist wells. activation, % at 6 µM. 65,000 compounds, 0.69% hits. AID 574;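 active means activation above a set limit, the screen-wide mean activation plus 3 SD, cut at about 8.5% in these data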;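 further: 100% = positive control agonist at 1 µM giving full maximal response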
AP complement = orthogonal test for alternative complement pathway inhibitors. Human serum alternative complement pathway, LPS-coated ELISA, C3 deposition; tested in compound mixtures. inhibition, % at 5 µM. 62,000 compounds, 0.08% hits. AID 1235;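 active means inhibition above 30% in each of the two pooled mixtures holding the compound, so the lower value exceeds 30%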;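 further: 0% = serum in Mg-EGTA without compound and 100% = EDTA serum blank; some compounds past the cut are filed as inactive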
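Test system: human serum alternative complement pathway, C3 deposition on LPS-coated wells; also added: Plate-bound LPS; doses: 5 µM per compound in ten-compound mixtures; schedule: 1 h at 37 °C; detection: Anti-C3 ELISA, OD 450 nm; evaluation: percent inhibition of C3 deposition onto LPS; repeats: two pool placements per compound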
5-HT1A blocker = 5-HT1a (human) receptor antagonism | inhibition, % at 10 µM | CHO 5-HT1a Ga15 NFAT-bla reporter, antagonist mode | 62,000 compounds, 0.68% hits | AID 612 | P08908;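 active means inhibition above the mean of all tested compounds plus 3 SD, cut at about 43% in these data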;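 further: receptor stimulated by 5-CT agonist at 100 nM near EC80; beta-lactamase reporter measured by ratiometric fluorescence of a cleavable substrate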
Starred values were filed as active, the others as inactive; . = no result given.

SMILES	RORa activator	Ecoli tolC	S1P1 ag-PAM	5HT1E antag	SF1 activator	S1P3 ag	5HT1E ag	AP complement	5-HT1A blocker
COc1cc(OC)c(-c2nn3c(-c4ccco4)nnc3s2)cc1OC	-12	19	-74	21	-26	-0.3	1.1	-4	-7
C=CCSc1nnc2nc3c(nn12)c1cc(C)ccc1n3CC=C	0	14	-20	15	-8	-0.4	0.0	11	0
COc1ccc(-c2cnn(-c3ccccc3)c2N)cc1OC	-8	-1	-24	-1	-5	-0.8	0.8	15	10
N#Cc1cc(-c2ccccc2)nn1-c1ccccc1	-6	3	-15	-6	13	-1.3	-0.2	5	13
Cc1ccccc1NC(=O)N1CCCC(c2nc(-c3ccc(C(C)C)cc3)no2)C1 (centres undefined)	-54	45	10	2	-51	0.0	0.2	10	6
CCN1C(=O)c2ccccc2S(=O)c2ccc(C(=O)N3CCN(C(=O)c4ccco4)CC3)cc21 (centres undefined)	-5	-17	-29	0	-7	0.2	-0.1	12	7
N#Cc1nc(-c2ccccc2F)oc1NCc1ccccc1	3	34	-18	7	18	0.4	1.2	22	-6
CC(C)C[C@H](NC(=O)Nc1ccc(S(N)(=O)=O)cc1)C(=O)O	-4	-12	-8	4	-11	-0.1	-0.1	-3	-13
O=C(Nc1ccc(CN2CCCCC2)cc1)c1ccc(Br)o1	11	-12	-13	-4	-2	0.5	-0.7	10	-3
COc1cc(C)nc(Oc2ccc(/C=N/O)cc2)n1	17	-8	-4	-6	-17	-1.5	-0.1	15	3
CC(=O)Nc1cccc(Oc2cc(C#N)c(C#N)cc2N2CCCCCC2)c1	-16	36	11	12	-18	-0.6	0.1	-14	-7
Cc1ccc(Cn2nnc3c(=O)n(Cc4ccccc4C)cnc32)cc1	-10	-10	-17	23	-10	-0.2	0.1	6	-4
COc1cc(OC)cc(C(=O)N(Cc2nc(-c3cccc(C)c3)no2)C(C)C)c1	-15	67*	34	-1	-12	-1.4	1.2	20	22
CN(C)S(=O)(=O)c1ccc(C(=O)NCCOc2ccccc2)cc1	38	5	-6	-2	56*	-0.8	-0.8	6	7
CNC(=O)NC(=O)COC(=O)CCCOc1ccc(OC)cc1	-10	-3	-4	-12	-9	-0.7	-0.4	-3	0
O=C(CSc1nc2ccccc2c(=O)[nH]1)N1CCCCCC1	19	14	-14	-17	0	0.6	0.5	19	-13
N#Cc1c(N2CCCCC2)nc(N2CCCCC2)c2c1CCN(Cc1ccccc1)C2	-12	14	-9	-1	-18	-3.3	1.5	.	.
Cc1c(NC(=O)Nc2ccccc2Cl)sc(=S)n1C	10	3	.	-9	11	.	1.8	-3	1
Cn1c(NCCCO)nc2c(c1=O)C1(CCCCC1)Cc1ccccc1-2	-23	56	40	12	0	-0.7	-1.6	-2	-6
COc1ccccc1N1CCN(C(=O)c2cnn3cccnc23)CC1	-12	-20	-6	1	-19	-0.7	1.0	12	9
CCC(C)Sc1nnc(Cc2cc(=O)[nH]c(=O)[nH]2)n1-c1ccc(F)cc1 (centres undefined)	-1	1	-11	9	1	-1.0	-0.9	-1	3
O=C(Nc1nccs1)c1ccc(Cl)c(S(=O)(=O)N2CCOCC2)c1	-8	11	13	4	-12	-1.1	-1.3	8	10
CC1CCN(CCCNC(=O)CN2CCN(Cc3ccc(Cl)cc3)C2=O)CC1	-10	-8	4	31*	7	-0.9	1.2	11	-2
CCOC(=O)c1csc(NC(=O)c2ccc(S(=O)(=O)N(CC)CC)cc2)n1	24	7	.	-11	22	.	0.9	.	-1
O=C(O)c1cc(=O)c2c(OCC(O)COc3cccc4oc(C(=O)O)cc(=O)c34)cccc2o1	-20	7	11	-3	-2	-3.0	0.0	19	.
CCOC(=O)N1CCN(c2c(NCCc3ccc(OCC)c(OCC)c3)c(=O)c2=O)CC1	0	-2	-5	-9	-8	-0.6	0.3	8	-14
O=C(CCSc1nnc2scc(-c3ccccc3)n12)Nc1nc(-c2ccccc2)ns1	-1	65*	-29	-3	3	-1.1	0.6	7	1
Cc1ccc(S(=O)(=O)N2CCCC(C(=O)NCCCN3CCCCC3C)C2)cc1 (centres undefined)	-8	-10	12	7	0	0.6	0.3	2	3
COCC(C)N=CC1=C(O)CC(C)(C)CC1=O (centres undefined)	10	-17	-2	12	21	-1.5	0.0	9	5
CC(c1ccccc1)C1NC(C(=O)O)CS1 (centres undefined)	-12	-24	-3	-4	-16	-0.4	-0.2	9	8
COc1cccc(N(CC(=O)NCCSc2ccccc2)S(C)(=O)=O)c1	-3	-1	-2	-1	-1	-0.6	0.5	12	-6
COc1cc(C2NC(=O)NC(C)=C2C(=O)OCc2ccc(C)cc2)cc(OC)c1O (centres undefined)	-12	3	-29	15	-2	-1.4	0.8	12	4
COc1ccc(NC(=O)CSc2nnc(-c3ccccc3)n2N)cc1	9	-8	.	1	14	.	0.4	8	-2
Cc1onc(-c2ccccc2Cl)c1C(=O)N1CCN(c2ccccc2)CC1	-10	11	-4	-5	-6	-0.6	0.0	15	2
CCn1c(SCC(=O)Nc2cc(C)on2)nc2c(c1=O)SC(C)C2 (centres undefined)	-16	7	-15	1	7	-1.5	-0.1	.	7
Cc1nc(N2CCN(C(=O)CCC(=O)O)CC2)c2c(C)c(C)sc2n1	-15	-1	-16	-9	3	-0.8	-0.1	12	8
Cc1c(C(=O)OCc2ccccc2)nnn1-c1nonc1N	-4	15	20	3	-13	-0.3	-1.1	19	-5
COc1ccc(NC(=O)C(CC(C)C)NC(=O)c2ccccc2C)cn1 (centres undefined)	-12	0	-14	-4	2	-0.1	-0.4	3	-15
Cc1ccc(-n2nnc3c(=O)n(CC(=O)NCc4ccco4)cnc32)cc1	-3	1	0	-2	-6	0.1	0.1	11	-12
O=C(O)c1ccc(Cl)c(S(=O)(=O)N2CCCCCC2)c1	-3	7	10	-3	16	-0.2	-0.3	4	1

Filtered by structure, the compounds so far containing a furan ring, fused or not.
SMILES	RORa activator	Ecoli tolC	S1P1 ag-PAM	5HT1E antag	SF1 activator	S1P3 ag	5HT1E ag	AP complement	5-HT1A blocker
COc1cc(OC)c(-c2nn3c(-c4ccco4)nnc3s2)cc1OC	-12	19	-74	21	-26	-0.3	1.1	-4	-7
CCN1C(=O)c2ccccc2S(=O)c2ccc(C(=O)N3CCN(C(=O)c4ccco4)CC3)cc21 (centres undefined)	-5	-17	-29	0	-7	0.2	-0.1	12	7
O=C(Nc1ccc(CN2CCCCC2)cc1)c1ccc(Br)o1	11	-12	-13	-4	-2	0.5	-0.7	10	-3
Cc1ccc(-n2nnc3c(=O)n(CC(=O)NCc4ccco4)cnc32)cc1	-3	1	0	-2	-6	0.1	0.1	11	-12

Further compounds.
SMILES	RORa activator	Ecoli tolC	S1P1 ag-PAM	5HT1E antag	SF1 activator	S1P3 ag	5HT1E ag	AP complement	5-HT1A blocker
CCc1ccc(C2CC(c3ccccc3)Nc3nc(N)nn32)cc1 (centres undefined)	16	-22	-7	-11	0	0.2	1.4	12	-10
C=CCOc1ccc(C2c3c(oc4ccccc4c3=O)C(=O)N2c2ccccn2)cc1OCC (centres undefined)	11	-12	-17	1	-10	-0.3	-0.2	2	-5
Cc1ccc(Cn2c(=O)c3c(nc4n3CCN4Cc3ccco3)n(C)c2=O)cc1	-5	1	15	2	-12	-1.1	1.1	11	1
COc1ccc(C)cc1NC(=O)CSc1nnc(-c2ccc(OC)c(OC)c2)n1N	8	5	.	12	-4	.	-1.3	2	-5
CCn1c(SCC(=O)Nc2ccc3c(c2)OCCO3)nnc1-c1ccccn1	-2	7	0	6	-13	0.3	0.5	5	-5
COc1ccc(C2CC(=O)c3cnc(NC(=O)c4ccccc4)nc3C2)cc1OC (centres undefined)	13	2	-27	2	-15	-1.2	0.4	4	8
COc1ccc(NC(=O)CSc2nnc(-c3cccs3)n2-c2ccccc2)cc1	-12	-2	-14	9	-31	-1.0	0.0	-3	6
C=CCSc1nc2c(c(=O)[nH]c(=O)n2C)n1Cc1ccc(C)cc1	8	2	-26	16	-14	0.3	0.5	15	-8
Cc1nnc(NC2=NCCC2)s1	6	-10	-13	-2	4	0.6	-0.3	13	-4
Cc1nc2cc(CO)ccc2n1C	2	-6	-16	-7	11	-0.7	0.9	4	3
CCOC(=O)N1CCN(C(=O)c2cc3c(ccc4ccccc43)oc2=O)CC1	-22	20	-19	0	8	-0.1	1.6	10	4
COc1cccc(OC)c1OCCCN1CCOCC1	-18	-25	-20	6	-8	-0.7	0.5	4	-21
CC1(C)CC(=O)C2=C(C1)OC(N)=C(C#N)C21C(=O)N2CCCc3cccc1c32 (centres undefined)	13	-5	-5	4	-4	-0.8	0.9	0	-2
Cc1noc(C)c1C(=O)NC(C)c1ccc2c(c1)OCO2 (centres undefined)	-12	-14	6	9	-4	-1.2	-0.4	-11	4
O=C(CSc1nnc2n(C3CCCC3)c(=O)c3ccccc3n12)N1CCCCCC1	10	1	-17	8	12	-0.4	0.6	-2	-20
COC(=O)c1c(NC(=O)c2ccco2)sc(C(=O)N2CCCC2)c1C	43	10	23	25	-8	-0.1	1.5	-31	17
CCOC(=O)NCc1ccc(S(=O)(=O)Nc2ccccc2C)cc1	-10	-5	0	3	13	0.2	0.6	-1	-4
O=C(CSc1nnc(C2COc3ccccc3O2)o1)Nc1nccs1 (centres undefined)	-7	0	-2	-5	22	0.6	1.4	7	0
CS(=O)(=O)N(CCc1ccccc1)CC(=O)NCc1cccnc1	-5	5	-15	-5	7	-0.2	0.8	4	-13
Cn1c(SCC(=O)Nc2cccc(F)c2)nnc1-c1cccnc1	-8	-4	-7	-4	1	-0.4	0.0	21	-4
O=C(O)Cn1cc2c(n1)CCCC2	-17	-14	-16	-11	14	-0.7	0.5	20	-3
CC1CCC2(CC1)NC(=O)N(Cc1nc(-c3ccccc3)no1)C2=O (centres undefined)	-11	-16	-59	-2	12	1.0	-0.6	-6	-14
Cc1cc2oc(=O)cc(CN3CCC(C)CC3)c2c(C)c1Cl	-3	-3	-2	-8	-1	-1.6	-0.6	1	13
O=C(c1cccs1)N1CCC(c2nc3ccccc3s2)CC1	16	26	17	-3	-6	-0.3	-0.1	16	0
N#CCSc1nnc(Cc2cccs2)n1C1CCCCC1	0	2	12	-2	-15	1.0	0.9	16	-13
CCCOC(=O)c1c(N)sc2c1CCC2	-8	12	10	-3	-22	-1.3	-0.8	0	3
